Screens from PubChem.
PI5P4Ka inh: blocks human PI5P4K alpha kinase activity; max response, %; AID 652105; PI5P4Kalpha enzyme, ADP-Glo luminescence, 60 min; stronger effect = lower value; 330,000 compounds, 1.2% hits; active = max response of -50% or lower; inconclusive = between -30% and -50%; inactive = -30% or higher; also: value at the top dose of about 77 µM; % is scaled to controls: 0 for no effect and ±100 for the full control effect
Target sequence (P48426 whole entry, looked up): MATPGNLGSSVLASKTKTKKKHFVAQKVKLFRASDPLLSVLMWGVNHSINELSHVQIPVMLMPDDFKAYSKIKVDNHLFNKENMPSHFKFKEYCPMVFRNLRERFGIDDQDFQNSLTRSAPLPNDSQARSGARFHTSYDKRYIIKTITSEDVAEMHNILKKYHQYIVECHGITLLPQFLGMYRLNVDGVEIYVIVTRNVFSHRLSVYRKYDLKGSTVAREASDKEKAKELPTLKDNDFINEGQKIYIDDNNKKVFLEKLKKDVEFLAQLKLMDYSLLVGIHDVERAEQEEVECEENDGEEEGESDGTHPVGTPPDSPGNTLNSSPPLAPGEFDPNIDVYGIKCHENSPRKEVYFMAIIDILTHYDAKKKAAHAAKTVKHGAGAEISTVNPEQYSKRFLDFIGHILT
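Compounds were pin-transferred onto PI5P4Kalpha and substrate in HEPES pH 7.4 buffer with EGTA, CHAPS and 5% DMSO. ATP (5 microM final) started the reaction, which ran 60 minutes at room temperature before ADP-Glo detection.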
IL-2 act: activators of IL-2. activation, % (series mostly up to about 46 µM). IL-2 activation reporter assay, cell-based qHTS; stimulated with anti-CD3/CD4/CD28 beads; in transgenic mouse T cells. 360,000 compounds, 0.065% hits; in the data active = activation above about 50%; inconclusive = mostly about 30% to 49%; also: 0% is about no effect
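Quantitative HTS in unstimulated transgenic mouse T cells, with memory T cells as non-tolerant control and PMA/ionomycin as tolerance-bypass control. Compound pretreatment lasted 60 minutes before 18 h bead stimulation; EGFP/DsRed fluorescence read.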
EPAC1 agonist: agonists of human EPAC1; EPAC1 agonist qHTS, biochemical assay; response scale: 100% = response to 6.5 mM cAMP; Potency, µM (titrated, usually from 154 µM), without a hit: top-dose activation, hits mostly activators; 360,000 compounds, 0.073% hits; also: potency is read from the fitted curve at half-maximal effect; nearly all actives have a fitted effect of over 60% in size
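Compounds were pinned as a concentration titration into mixtures of EPAC1 (100 nM), BODIPY-GDP-loaded Rap1B (250 nM) and GDP (50 uM). After 5 min at room temperature, fluorescence was followed for 30 min; activity was scaled to 6.5 mM cAMP.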
EPAC2 agonist: agonists of human EPAC2 (RAPGEF4); 360,000 compounds, 0.079% hits; Potency, µM (highest dose often 154 µM), for inactives: at the top dose activation, actives largely listed as activators; EPAC2 activation, biochemical qHTS; response scale: 100% = 6.5 mM cAMP response; Q8WZA2; also: potency is read from the fitted curve at half-maximal effect; nearly all actives have a fitted effect of over 50% in size
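Compounds were titrated in qHTS against a Rap1B-BODIPY-GDP (250 nM) complex with EPAC2 (100 nM) and GDP (50 uM). BODIPY-GDP release tracked at 480/540 nm over 30 min at room temperature, normalized to 6.5 mM cAMP.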
EPAC1 antag: EPAC1 (human) antagonism | AID 720709 | Potency, µM (series often up to 115 µM), for the others: top-dose activity change, negative = inhibition, hits mostly inhibitors | 360,000 compounds, 0.14% hits | EPAC1 GEF assay, Rap1b-BODIPY-GDP exchange fluorescence;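 also: potency is read from the fitted curve at half-maximal effect; plate controls were vehicle for no effect and positive control for full effect; nearly all actives have a fitted effect of over 50% in size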
PLK1 PBD inh: blocks phosphopeptide binding to human PLK1 polo-box domain. P53350. Plk1 PBD binding of FITC phosphopeptide, fluorescence polarization. Potency, µM, without a hit: max response, negative = inhibition, most hits filed as inhibitors. 360,000 compounds, 2.8% hits. AID 720504; also: potency is read from the fitted curve at half-maximal effect; series mostly up to about 57 µM; % is scaled to controls: 0 for no effect and ±100 for the full control effect; nearly all actives have a fitted effect of over 65% in size
Target sequence (P53350 whole entry, looked up, the tested form may be a part): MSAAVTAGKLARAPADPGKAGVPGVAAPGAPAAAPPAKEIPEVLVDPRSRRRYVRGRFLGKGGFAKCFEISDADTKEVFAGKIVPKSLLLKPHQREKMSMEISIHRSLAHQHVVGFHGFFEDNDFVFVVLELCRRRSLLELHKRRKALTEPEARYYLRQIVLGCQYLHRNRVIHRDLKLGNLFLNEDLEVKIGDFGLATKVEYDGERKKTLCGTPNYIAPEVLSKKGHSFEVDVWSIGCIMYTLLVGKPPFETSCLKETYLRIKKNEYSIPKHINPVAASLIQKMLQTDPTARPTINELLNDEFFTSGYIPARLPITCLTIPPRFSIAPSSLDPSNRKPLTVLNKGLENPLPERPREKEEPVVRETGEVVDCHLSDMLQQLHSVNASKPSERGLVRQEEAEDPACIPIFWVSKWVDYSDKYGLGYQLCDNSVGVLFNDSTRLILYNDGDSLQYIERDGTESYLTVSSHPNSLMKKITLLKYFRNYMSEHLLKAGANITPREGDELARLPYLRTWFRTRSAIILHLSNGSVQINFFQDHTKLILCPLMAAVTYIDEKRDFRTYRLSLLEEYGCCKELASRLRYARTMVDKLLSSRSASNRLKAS
CCT chaperon mod: changes cytosolic chaperonin activity. 360,000 compounds, 0.3% hits. activity change, % (test concentration not listed), hits read low. AID 651819. purified chaperonin ATPase assay, HTRF ADP detection, 30 min; in the data active = activity change below about -30%; also: % is scaled to controls: 0 for no effect and ±100 for the full control effect
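Enzyme 40 or 20 nM (batch-dependent) in Tris pH 7.4/KCl/MgCl2/DTT; cpd 76 uM single point; ATP 10 uM; 30 min 37 °C; Transcreener ADP HTRF detection, 30 min RT; ratio 665/615.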
WRN helicase inh: inhibitors of human WRN helicase | Potency, µM (titrated, usually from 114 µM), inactives show top-dose activity change, negative = inhibition, usual class: inhibitors | AID 651768 | Q14191 | 360,000 compounds, 0.46% hits | WRN helicase unwinding, fluorescent forked duplex, kinetic; also: potency is read from the fitted curve at half-maximal effect; % is scaled to controls: 0 for no effect and ±100 for the full control effect; nearly all actives have a fitted effect of over 55% in size
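Primary qHTS, 1536-well format. 20 nM WRN + compound, 15 min RT; start with 100 nM forked fluorophore/quencher duplex, 2 mM ATP (final); kinetic read ex 525/em 598 nm.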
Starred values were filed as active, the others as inactive; ? = inconclusive; . = no result given; [ ] = dose if it differs, or a comment. Unless noted, calls follow the shape of the dose curve; as a rule, active = well fitted curve in the direction sought with a large enough effect; inconclusive = small, poorly fitted or top-dose-only effect, or another doubt; inactive = no such curve, though single readings can be large; an effect the other way counts as inactive or inconclusive. Only part of the results is shown; count on the stated rates, not on these rows.

SMILES	PI5P4Ka inh	IL-2 act	EPAC1 agonist	EPAC2 agonist	EPAC1 antag	PLK1 PBD inh	CCT chaperon mod	WRN helicase inh
CCN1CCN(C(=O)c2cc3ccc(OC)cc3[nH]2)CC1	6	2.0	3%	0%	4%	3%	0.1	-9%
COc1ccc(Cc2nc(-c3ccccn3)no2)cc1OC	6	-0.4	4%	-2%	5%	5%	-9.0	-6%
Clc1cccc(CSc2ccc(-c3cccnc3)nn2)c1	1	-0.8	7%	13%	-6%	-3%	0.9	5%
CC1CN(C(=O)c2cc3cc(F)ccc3[nH]2)CC(C)O1 (stereo not drawn)	1	-2.8	2%	9%	-1%	-5%	-5.4	1%
C[C@H](CO)N1C[C@H](C)[C@H](CN(C)S(C)(=O)=O)OCc2ccccc2-c2c(n(C)c3ccccc23)C1=O	2	-0.2	-11%	-1%	2%	2%	0.0	8%
C=CCNC(=O)CN(Cc1ccccc1)S(=O)(=O)c1ccccc1	-1	1.7	6%	-1%	-4%	-9%	-0.9	3%
Cc1cccc(C)c1OCc1nnc(SCC(=O)Nc2nccs2)n1-c1ccccc1	.	2.0	2%	-2%	8%	-3%	0.3	-4%
C[C@H]1CN([C@@H](C)CO)S(=O)(=O)c2ccc(Br)cc2O[C@H]1CN(C)C(=O)CCN1CCCCC1	8	4.4	8%	7%	?	-4%	1.4	-10%
C=CCN(c1ccccc1C(=O)O)S(=O)(=O)c1ccc(C)cc1	-9	0.5	-1%	-17%	-15%	-19%	-0.7	-8%[57.1 µM]
CCCS(=O)(=O)N1CCN=C1SCc1ccc(F)cc1	4	0.0	7%	10%	-1%	-1%	0.2	2%
COc1cccc(N=C2NC(=O)/C(=C/c3cc([N+](=O)[O-])ccc3O)S2)c1	-76*	1.5	6%	5%	-12%	29%	-0.3	-11%[11.6 µM]
COc1ccc(OC)c(C(O)c2ncc(-c3cccc(C(F)(F)F)c3)[nH]2)c1 (stereo not drawn)	-3	1.9	-13%	-4%	-11%	7%	-0.5	2%[57.1 µM]
O=C(c1ccco1)N1CCN(Cc2cc(=O)c(OCc3ccccc3)co2)CC1	3	-4.4	-4%	1%	0%	-1%	-0.6	-16%
C/C(=N\OCC(=O)OCC(=O)N(Cc1ccccc1)C(C)(C)C)c1ccc2c(c1)OCO2	14	-0.5	4%	16%	7%	0%	-1.2	-8%
CCOCCCNC(=O)Cn1cnc2c(cnn2-c2ccc(OC)cc2)c1=O	-4	0.8	0%	4%	4%	27µM*	-2.0	14%
COC(=O)c1ccc2nc(NC(=O)C(C)C)sc2c1	2	0.0	6%	-6%	4%	-2%	0.4	6%
CCOC(=O)c1cc(=O)n(-c2ccc(Cl)cc2C)[nH]1	-3	-0.3	3%	0%	-9%	-4%	1.3	-8%
NCCCC[C@@H](C(=O)NCCCCCCCCCCC(=O)N1CCNCC1)n1cc(CCCC(=O)O)nn1	0	-0.3	-5%	1%	-6%	3%	-1.9	5%
CCCc1ccc(C(=O)O/N=C(\N)c2ccccn2)cc1	-65*	-2.1	2%	3%	-11%	-3%	3.0	2%[57.1 µM]
Cc1cc(OC(=O)c2ccc(C(C)(C)C)cc2)c([N+](=O)[O-])c(=O)[nH]1	7	0.7	11%	1%	-17%	-13%	0.7	-7%
COc1ccc(S(=O)(=O)N2CCN(C(=O)c3ccc(=O)[nH]n3)CC2)cc1OC	1	-1.4	9%	-3%	-3%	-2%	-1.6	1%
CC(OC(=O)c1ccccc1C(=O)O)c1ccccc1 (stereo not drawn)	10	-4.6	2%	5%	4%	-4%	-1.1	5%
COc1ccc(N2CCN(C(=O)CSc3nnc4c(C)cc5cc(C)ccc5n34)CC2)cc1	6	-0.4	-5%	4%	1%	-4%	-0.9	-2%
COc1ccc(NS(=O)(=O)c2ccc(NC(=S)NC(=O)c3ccc(F)cc3)cc2)nn1	5	-1.5	5%	6%	-1%	-6%	0.2	-3%
Cc1ccccc1NC(=S)NC(C)CCc1ccccc1 (stereo not drawn)	1	-5.0	4%	3%	-13%	0%	-1.9	1%
CN(C(=O)COC(=O)Cn1c(C(F)(F)F)nc2ccccc21)c1c(N)n(Cc2ccccc2)c(=O)[nH]c1=O	1	5.0	-16%	6%	-9%	-7%	-2.4	-24%
O=C(OCC(=O)N1CCCCC1)c1cccs1	0	1.3	15%	4%	13%	-2%	-7.8	-9%
CC(C)(C)c1ccc(OCC(=O)NNC(=O)CCc2ccccc2)cc1	1	0.3	-10%	-5%	-11%	-4%	1.0	-21%
CCCCc1c(O)nc2ccccn2c1=O	-9	0.8	-8%	6%	23%	8%	0.9	-21%[57.1 µM]
CC(C)CCN1CCN(CC#Cc2ccccc2)CC1CCO (stereo not drawn)	5	-3.8	-7%	2%	7%	-2%	0.6	7%
Cc1cc(NC(=O)CCc2ccccc2)c([N+](=O)[O-])cc1C	1	-0.4	13%	6%	-2%	?	1.3	-10%
COc1ccccc1NC(=O)N1CCCC1C(=O)Nc1ccc2c(c1)OCCO2 (stereo not drawn)	1	-3.0	-10%	3%	-15%	-8%	0.1	2%
CCn1c(=O)cc(OCC(=O)NCCCN2CCCC2=O)c2ccccc21	1	1.4	6%	5%	4%	-7%	-0.5	-5%
Cc1cnc(-c2nnc(N(C)C(=O)C3CCOC3)s2)cn1 (stereo not drawn)	8	0.2	3%	-8%	0%	-10%	-1.6	1%
COC(=O)N/N=C1\CCCc2ccccc21	4	-0.6	-1%	5%	-2%	-7%	-3.1	-24%
CCN(c1cccc(C)c1)S(=O)(=O)c1ccc2c(c1)NC(=O)CCS2	2	-4.1	2%	-1%	-11%	-15%	-1.2	-1%
O=S1(=O)CC(NCc2ccccc2)C(Nc2ccccc2)C1 (stereo not drawn)	.	0.2	4%	-1%	9%	-2%	1.6	-10%
CCOc1ccc(C2=CSC3=NCCN23)cc1Cl	-18	-0.1	-7%	-12%	-5%	?	-0.5	10%
COC(=O)[C@H](CC(C)C)NC(=O)N1CCC(C)CC1	3	1.2	-3%	-1%	11%	-6%	-1.4	-31%
Cc1cccc(N2CCN(C(=S)Nc3ccc4nc(N5CCN(C)CC5)cc(C)c4c3)CC2)c1C	0	-0.6	-2%	-2%	-5%	-4%	-1.3	-1%
N#Cc1cccnc1N1CCN(C(=O)c2[nH]c(C(F)(F)F)nc2-c2ccccc2)CC1	-1	-0.4	-2%	-2%	7%	0%	-2.1	-4%
O=C(NC1CCCCC1)C1CCCN1C(=O)NCc1ccccc1 (stereo not drawn)	.	-3.1	5%	8%	3%	-7%	-0.2	-1%
C[C@H](CO)N1C[C@H](C)[C@@H](CN(C)C(=O)NC2CCCCC2)Oc2ncc(Br)cc2C1=O	1	-2.0	-27%	1%	1%	3%	0.4	4%
C[C@@H]1CN([C@H](C)CO)C(=O)CCCn2nncc2CO[C@@H]1CN(C)C(=O)c1ccc(N2CCN(C)CC2)cc1	3	-1.7	-9%	8%	14%	-5%	0.4	7%
CC(=O)NC(C)c1ccc(C(=O)CSc2nnc(C3CC3)n2C2CC2)cc1 (stereo not drawn)	1	-0.3	-5%	6%	-5%	-9%	-2.5	7%
CCc1ccccc1NNC(=O)c1snnc1C	-2	-1.0	9%	5%	6%	-4%	-0.6	6%
COc1ccc(S(=O)(=O)NCc2nc3nc(C)cc(C)n3n2)cc1	8	-0.2	6%	9%	-4%	-5%	0.0	-1%
O=C(c1ccc(Cl)cc1)C1CCN(CC(=O)N2CCCCC2)CC1	0	-2.3	5%	1%	2%	-10%	0.0	2%

Profiles, quoted from the list. Order of screens: PI5P4Ka inh	IL-2 act	EPAC1 agonist	EPAC2 agonist	EPAC1 antag	PLK1 PBD inh	CCT chaperon mod	WRN helicase inh
CCOc1ccc(C2=CSC3=NCCN23)cc1Cl in the list: -18	-0.1	-7%	-12%	-5%	?	-0.5	10%
N#Cc1cccnc1N1CCN(C(=O)c2[nH]c(C(F)(F)F)nc2-c2ccccc2)CC1 in the list: -1	-0.4	-2%	-2%	7%	0%	-2.1	-4%

(listing goes on)
SMILES	PI5P4Ka inh	IL-2 act	EPAC1 agonist	EPAC2 agonist	EPAC1 antag	PLK1 PBD inh	CCT chaperon mod	WRN helicase inh
CC(C)(C)c1ccc(-c2cn(-c3ccc(Br)cc3)c3[n+]2CCCS3)cc1	5	-3.5	1%	2%	-2%	10%	-2.4	-3%
NC(=O)C1CCN(Cc2cccc(OCc3ccccc3)c2)CC1	-5	0.8	6%	-2%	1%	-5%	0.6	-2%
CCCCCNC(=O)c1cccc(S(=O)(=O)N2CC3(C)CC2CC(C)(C)C3)c1 (stereo not drawn)	0	-1.5	-10%	-2%	-19%	-3%	1.3	-3%
O=C(CCS(=O)(=O)c1ccc(Cl)cc1)Nc1nnc(-c2cccs2)o1	3	-0.7	10%	7%	-10%	3%	0.3	1%
COc1cc(CN2CCCCCC2)cc(Br)c1O	0	-3.8	-2%	-1%	9%	-1%	2.3	10%
CCOC(=O)C1CCCN(C2=NC(=O)/C(=C/c3ccc(OC)cc3OC)S2)C1 (stereo not drawn)	-79*	0.3	12%	18%	3%	19µM*	1.1	-7%
Cc1ccc(OCC(=O)N2CCCCCCC2)cc1C	-1	-3.1	-20%	-4%	-21%	-19%	-2.1	11%
Cc1ccc(C(=O)NNC(=O)c2ccncc2)cc1S(=O)(=O)N1CCOCC1	-3	-1.9	-2%	-5%	10%	-1%	-1.0	1%
CSc1nnc(-c2cccc(NC(=S)NN)c2)o1	-9	-1.3	7%	9%	-2%	-18%	-5.5	4%
Cc1[nH]c(=O)c(C#N)c(C)c1[N+](=O)[O-]	-7	-2.8	6%	7%	7%	-2%	0.3	0%
c1ccc(Nc2cccc3c(Nc4ccccc4)cccc23)cc1	-2	0.4	15%	13%	3%	1%	-0.4	-6%
CC(=O)c1c(O)cc(C)n(Cc2ccccc2)c1=O	.	-0.7	0%	4%	6%	-8%	-3.0	-6%

Some of these compounds in order of their number in EPAC1 antag, largest number first:
Structure | EPAC1 antag
COc1cc(CN2CCCCCC2)cc(Br)c1O | 9%
CCOC(=O)C1CCCN(C2=NC(=O)/C(=C/c3ccc(OC)cc3OC)S2)C1 (stereo not drawn) | 3%
CCCCCNC(=O)c1cccc(S(=O)(=O)N2CC3(C)CC2CC(C)(C)C3)c1 (stereo not drawn) | -19%
